Source: PubChem (several laboratories)
FXIa inh 1536: blocks human coagulation factor XIa protease activity. P03951. purified FXIa, Boc-Glu-Ala-Arg-AMC fluorogenic substrate. inhibition, % at 5 µM. actives 0.14% (n = 220,000). AID 798;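 active = inhibition of at least 40%; inactive = inhibition below 40%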;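 also: fluorescence of freed AMC excited at 355 nm; 0% = enzyme without compound and 100% = no enzyme blank; many of its hits are not listed in these tables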
Runt-SMMHC FRET: blocks binding of human RUNX1 Runt domain to CBFb-SMMHC; actives 0.74% (n = 220,000); inhibition, % at 20 µM; AID 1434; Q01196+Q13951; Cerulean-Runt/Venus-CBFb-SMMHC FRET ratio 530/480, 1 h;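 active = mean inhibition across duplicate retests at 20 µM reaching about 50%, limit read from the data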;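 also: 0% = DMSO wells and 100% = wells with excess untagged CBFb-SMMHC; inhibitors lower the FRET ratio by blocking Runt binding to CBFb-SMMHC; some results filed as inactive read as strong as hits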
Target sequence (Q01196 whole entry, looked up, the tested form may be a part): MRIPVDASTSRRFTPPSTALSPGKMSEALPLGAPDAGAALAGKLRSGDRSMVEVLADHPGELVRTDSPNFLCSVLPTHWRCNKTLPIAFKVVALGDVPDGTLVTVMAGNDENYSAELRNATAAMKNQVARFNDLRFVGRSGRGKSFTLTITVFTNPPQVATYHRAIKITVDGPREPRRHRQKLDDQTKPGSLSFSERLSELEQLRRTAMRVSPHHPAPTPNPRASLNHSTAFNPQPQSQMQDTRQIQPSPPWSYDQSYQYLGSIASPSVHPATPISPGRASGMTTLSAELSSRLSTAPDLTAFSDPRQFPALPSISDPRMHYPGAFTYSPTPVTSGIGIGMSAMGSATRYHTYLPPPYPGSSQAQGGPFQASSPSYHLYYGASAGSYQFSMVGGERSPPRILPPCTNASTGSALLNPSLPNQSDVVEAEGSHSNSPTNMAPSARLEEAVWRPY
Target sequence (Q13951 whole entry, looked up, the tested form may be a part): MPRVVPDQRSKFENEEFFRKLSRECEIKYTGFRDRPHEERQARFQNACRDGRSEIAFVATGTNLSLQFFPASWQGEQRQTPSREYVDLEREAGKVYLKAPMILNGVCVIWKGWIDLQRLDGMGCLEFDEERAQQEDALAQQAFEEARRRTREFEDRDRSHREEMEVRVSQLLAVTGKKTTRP
Wee1 degr inh: human Wee1 degradation inhibition, primary screen | HeLa Luc-Wee1K328M stability, luciferase luminescence; 100% = proteasome inhibitor MG132 effect | reporter increase, % at 5 µM | actives 1.2% (n = 220,000);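 active = activation above the mean of all tested compounds plus 3 SD, set per screening run, cut at about 8.8% in these data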;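 also: cells exposed to compound for 20 h before luminescence read; 0% = DMSO alone and 100% = MG132 at 30 µM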
14-3-3 Bad PPI: disrupts binding of bovine 14-3-3 zeta to phospho-Bad peptide. actives 0.71% (n = 220,000). P63103. inhibition, % at 21.7 µM. TR-FRET 14-3-3zeta/Dy647-pBad peptide displacement, 1 h;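 active = inhibition above about 70%, limit read from the data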;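 also: 0% = full 14-3-3 plus peptide FRET controls and 100% = background without 14-3-3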
Target sequence (P63103 whole entry, looked up): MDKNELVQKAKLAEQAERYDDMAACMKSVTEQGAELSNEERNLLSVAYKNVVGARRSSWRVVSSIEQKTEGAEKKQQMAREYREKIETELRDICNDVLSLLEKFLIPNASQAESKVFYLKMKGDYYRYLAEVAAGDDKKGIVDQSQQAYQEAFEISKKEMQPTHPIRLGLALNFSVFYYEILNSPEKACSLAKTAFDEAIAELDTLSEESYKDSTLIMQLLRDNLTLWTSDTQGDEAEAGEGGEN
KLK5 inh: kallikrein 5 (human) inhibition; Q9Y337; recombinant hK5, fluorogenic AMC substrate cleavage; inhibition, % at 5 µM; actives 0.59% (n = 210,000); AID 873;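 active = inhibition of 40% or more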;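 also: 0% = enzyme controls without compound and 100% = no-enzyme blanks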
FXIIa inh: inhibitors of human coagulation factor XIIa | purified FXIIa, Boc-QGR-AMC fluorogenic substrate, 2 h | inhibition, % at 5 µM | actives 0.3% (n = 220,000); in the data active = inhibition above about 40%;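 also: 0% = enzyme with no compound and 100% = blank without enzyme; many of its hits are not listed in these tables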
Thrombin inh: blocks human thrombin protease activity | P00734 | alpha-thrombin, Boc-VPR-AMC fluorogenic substrate cleavage | actives 0.26% (n = 220,000) | inhibition, % at 5 µM;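 active = inhibition at or above 40%; inactive = inhibition below 40%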;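 also: 0% = enzyme with no compound and 100% = wells without enzyme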
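Material: human alpha-thrombin protein. Incubation: reaction at ambient temperature. Technique: fluorescence of released AMC, ex 355 nm, em 460 nm. Control set: no-compound enzyme wells and no-enzyme blanks. Also added: Boc-VPR-AMC substrate, 15 µM final. Buffer or medium: pH 7.5 Tris (50 mM) with NaCl 150 mM, Tween 20 0.05%.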
Runt-CBFb FRET: Runt domain-CBFb interaction inhibition. Q01196+Q13951. Cerulean-Runt/Venus-CBFb FRET ratio 530/480, 1 h. inhibition, % at 20 µM. actives 0.46% (n = 220,000). AID 1496;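 active = inhibition over about 50% at 20 µM in the single-dose screen, limit read from the data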;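 also: 0% = DMSO wells and 100% = excess unlabeled CBFb competitor control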
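Measured by: fluorescence energy transfer, 422 nm excitation, 530/480 nm emission; Assay system: Cerulean-Runt domain; Medium: Tris pH 7.5 buffer with BSA; Measure: loss of energy transfer signal; Controls: 5 µM unlabeled CBFb as full-inhibition high control; Incubation: protein complex preformed 1 h, compound exposure 1 h, room temperature, dark.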
Hck-Nef inh: inhibitors of human Hck kinase activated by Nef | P08631 | actives 0.68% (n = 220,000) | Recombinant Hck-YEEI plus Nef, Z-Lyte FRET kinase assay | inhibition, % at 20 µM;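 active = Hck-Nef kinase inhibition above about 50%, limit read from the data; inactive = inhibition below that limit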;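 also: 0% = DMSO with Hck plus Nef and 100% = Hck alone without Nef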
* marks the source's active call; other numbers are inactive results; · = no result given; [ ] = dose if it differs, or a comment.

| 14-3-3 Bad PPI | Wee1 degr inh | Runt-SMMHC FRET | FXIIa inh | FXIa inh 1536 | Thrombin inh | Runt-CBFb FRET | KLK5 inh | Hck-Nef inh | structure |
| --- | --- | --- | --- | --- | --- | --- | --- | --- | --- |
| -8 | 0 | -2 | 4 | -1 | -8 | 2 | 0 | 15 | O=C1C(Cc2ccc(O)cc2)NC(=S)N1C1CCCCC1 (centres undefined) |
| 9 | 1 | 2 | -2 | -4 | -6 | 0 | -9 | -4 | COc1ccc(CCN2C(=O)CC(NNC(=O)c3ccccc3Br)C2=O)cc1OC (centres undefined) |
| -8 | 4 | -3 | 8 | 0 | 1 | 1 | -19 | 2 | CN(C)S(=O)(=O)N1CCN(S(=O)(=O)c2ccc3ccccc3c2)CC1 |
| -4 | 1 | 1 | 15 | 5 | 3 | -2 | -7 | 3 | Cn1ccnc1SCC(=O)Nc1ccc(Oc2ccccc2)cc1 |
| 13[fluorescence artefact?] | 0 | -3 | 7 | 4 | 0 | 0 | -2 | 2 | Cc1nn(-c2ccc(F)cc2)c(Cl)c1/C=N/NC(=O)c1cccs1 |
| -7[fluorescence artefact?] | 0 | -2 | 5 | 1 | -2 | 2 | -23 | 2 | CCOC(=O)c1c(C)[nH]c(C(C)=O)c1C |
| 7 | 2 | -6 | 5 | 5 | -1 | 0 | 4 | 5 | Cn1nc(-c2ccc(C(=O)NCCO)cc2)c2ccccc2c1=O |
| -14 | 1 | -9 | 4 | -2 | -2 | -9 | -1 | -12 | CC(C)(C)OC(=O)N1CCC(NC(=O)c2[nH]cnc2C(=O)N[C@@H](Cc2ccccc2)C(=O)OCc2ccccc2)CC1 |
| 5 | -1 | 0 | 16 | 4 | 2 | 0 | -2 | 5 | Cc1cccc(NC(=O)CSc2nnc(C)n2Cc2ccccc2)c1 |
| 3 | -2 | 3 | 8 | -3 | -4 | -2 | · | 9 | O=C(O)c1ccccc1CSc1nc2ccccc2n1Cc1ccccc1C(=O)O |
| -4 | 1 | -2 | 11 | 16 | 21 | 0 | 18 | -10 | CCOCCSc1nnc2nc(C)cc(C)n12 |
| -1[fluorescence artefact?] | -1 | 3 | 16 | -3 | 0 | 3 | -1 | -4 | CCOc1ccc(NC(=O)Nc2ccc3c(c2)nnn3C)cc1 |
| 3 | 0 | 0 | 11 | -3 | -8 | -1 | -2 | -2 | CCc1cc(=O)[nH]c(SCc2ccc(C)cc2)n1 |
| -2 | 1 | -2 | -1 | 0 | 1 | -1 | -11 | 12 | Cc1noc(NC(=O)c2ccc(Cl)c(Cl)c2)c1Cl |
| -4 | 1 | 0 | 17 | 1 | -12 | -1 | 60* | 2 | CCOC(=O)c1oc2ccccc2c1NC(=O)c1ccccc1OC |
| 3 | -3 | -3 | 15 | 5 | -1 | 2 | -4 | 2 | Cc1ccc(S(=O)(=O)N(CC(O)CN2CCCCC2)c2ccccc2)cc1 (centres undefined) |
| 2[fluorescence artefact?] | -3 | -6 | -1 | -7 | -4 | -3 | -7 | 8 | C=C(C)c1cccc(C(C)(C)NC(=O)N2CCCC2)c1 |
| 9 | 0 | -5 | 11 | -5 | -11 | 0 | -12 | 7 | CC(C)(C)NC(=O)C1CC(=O)OC1(C)C (centres undefined) |
| -6 | 4 | 1 | 4 | 0 | -3 | 0 | -3 | 5 | CCOC(=O)NC(=O)c1cn(Nc2ncc(C(F)(F)F)cc2Cl)c(=O)[nH]c1=O |
| 20 | 1 | 2 | 11 | 2 | 2 | -1 | 0 | 0 | CCOc1cc(S(=O)(=O)N(CC)CC)c(OCC)cc1-n1cnnn1 |
| -13[fluorescence artefact?] | -1 | 0 | 9 | 9 | 0 | -2 | -16 | 1 | Cc1cccc(N/C=C/C(=C(C#N)C#N)N(C)C)c1 |
| -12 | 1 | -1 | 11 | -1 | 0 | 1 | 1 | 22 | COc1cc(NC(=O)Cc2ccc(F)cc2)cc(OC)c1OC |
| 37 | -2 | 3 | 3 | -6 | -4 | 8 | -17 | 2 | COC(=O)c1ccc(Sc2ccc(F)cc2)c(N)c1 |
| 0 | 1 | -7 | 12 | -5 | 1 | -3 | -7 | -2 | O=C(OCCCCN1C(=O)c2ccccc2C1=O)c1ccc(S(=O)(=O)N2CCCC2)cc1 |
| -2 | -1 | 3 | 4 | -5 | 0 | 0 | -25 | 3 | COc1ccc(C(=O)c2cn[nH]c2-c2cc(Cl)ccc2O)cc1 |
| -4 | -1 | 6 | 19 | 10 | 2 | -2 | -4 | 0 | COc1ccccc1Nc1nc(N)nc(-c2cc3ccccc3o2)n1 |
| 15[fluorescence artefact?] | 0 | -5 | 11 | 5 | 1 | -3 | -15 | 7 | Cc1ccnc(NS(=O)(=O)c2ccc(NS(=O)(=O)Cc3ccccc3)cc2)n1 |
| 3 | 0 | -2 | 12 | 0 | -2 | 2 | -2 | 0 | CCc1ccc(NC2=CC(=O)CC(c3ccco3)C2)cc1 (centres undefined) |
| -5 | 4 | -2 | 9 | -1 | -2 | 0 | -3 | 8 | O=C(CSc1nnnn1C1CCCCC1)Nc1ccc(F)cc1 |
| -2 | 3 | 1 | 12 | 2 | 0 | 0 | -26 | 2 | Cc1ccc(NC(=O)Cc2nn(C)c(=O)c3ccccc23)cc1F |
| -5 | -1 | 0 | 5 | 3 | -6 | 0 | 2 | 28 | CCOC(=O)N1CCN(C(=O)/C(=C\c2ccc(SC)cc2)NC(=O)c2ccccc2)CC1 |
| -11 | -1 | 59 | -6 | 4 | 0 | 23 | 3 | 28 | CCCOC(=O)C1=C(C)NC2=C(C(=O)CCC2)C1c1cccc(OC)c1OC (centres undefined) |
| 2 | 7 | -3 | 3 | -2 | -9 | -2 | -15 | 2 | Cc1ccc(-c2nnc(Nc3ccccc3)c3ccccc23)cc1S(=O)(=O)NCC1CCCO1 (centres undefined) |
| 0 | -2 | -1 | -23 | -3 | -9 | 1 | -5 | -2 | O=C(Nc1cccc(Cl)c1)Nc1ccccc1C(=O)NCc1ccco1 |
| 6 | 0 | 0 | 14 | 6 | -1 | -1 | 0 | -8 | Cc1ccc(OCc2nnc(SCC(=O)Nc3cccc4ccccc34)n2-c2ccccc2)cc1 |
| -9 | 1 | 2 | 5 | 2 | -1 | 5 | -13 | 8 | CCC(C)(C)C1CCc2c(sc(N)c2C(N)=O)C1 (centres undefined) |
| 11 | -3 | -4 | 0 | -3 | -8 | 0 | 0 | -1 | CCOC(=O)c1ccccc1NC(=O)Cn1cnc2c(cnn2C(C)(C)C)c1=O |
| 1 | -1 | -2 | 26 | 19 | 2 | 3 | 32 | 1 | CC(Oc1ccccc1)C(=O)Nc1cccc(NC(=O)c2ccco2)c1 (centres undefined) |
| -13 | -4 | 2 | 9 | 1 | -11 | 1 | 7 | 23 | CSc1ccc(S(=O)(=O)NCc2ccccc2C)cc1 |
| 76* | 4 | · | 0 | -1 | 1 | · | -8 | -1 | CC1CCN(Cc2nc(-c3ccccc3)no2)CC1 |
| -2 | 3 | 0 | 11 | 3 | -2 | 3 | -5 | 3 | COc1cc(/C=C/c2cc(C(=O)O)c3ccccc3n2)cc(OC)c1O |
| 0 | 0 | 2 | 14 | 5 | 2 | 0 | -20 | -1 | O=S(=O)(NCC1CC1)c1cccc(S(=O)(=O)N2CCCC2)c1 |
| -2 | 3 | 3 | 3 | -4 | -5 | 0 | 13 | 0 | CC(C)Oc1ccc(C(=O)Nc2nnc(SCC(=O)N3CCOCC3)s2)cc1 |
| -3 | 7 | 2 | 9 | 2 | 2 | 0 | 3 | -15 | C=CCSc1nc2c(c(=O)[nH]1)C(c1ccccc1)C(C#N)=C(N)O2 (centres undefined) |
| -2 | -3 | -33 | 3 | 5 | -15 | -31 | -10 | 0 | CC1=NN(c2ccccc2)C(=O)/C1=C\C=C1\N(C)c2ccccc2C1(C)C |
| 8 | -1 | 1 | 6 | 3 | · | -1 | 0 | 4 | CC1CCCCN1C(=O)COc1ccccc1F (centres undefined) |
| -2 | 0 | 0 | 7 | -8 | 1 | -1 | -12 | 1 | CC(N)C12CC3CC(C1)CC(C(C)N)(C3)C2 (centres undefined) |
| 3 | 0 | 0 | 4 | 4 | 0 | 1 | -20 | 2 | COc1ccc(NC(=O)CSc2nc(N)c(-c3ccccc3)c(=O)[nH]2)cc1 |
| 8 | 0 | -6 | -5 | -3 | -5 | 0 | 9 | 3 | Cc1cc(NC(=O)CSc2nc3c(c(=O)n(C)c(=O)n3C)n2C(C)C)no1 |
| 22 | -1 | -4 | 2 | -1 | -3 | -1 | -19 | 10 | CS(=O)(=O)c1ccc2nc(NC(=O)c3cc4ccccc4o3)sc2c1 |
| -8[fluorescence artefact?] | 7 | 2 | 14 | 4 | -2 | 2 | -21 | 2 | Cc1cc2oc(=O)cc(CN3CCN(S(=O)(=O)/C=C/c4ccccc4)CC3)c2cc1C |
| 4 | -3 | 3 | 1 | 0 | -1 | 0 | -10 | -8 | COc1cccc(CNC(=O)C2CCN(S(=O)(=O)c3cccc4cccnc34)CC2)c1 |
| -9 | 0 | -3 | 0 | -6 | -9 | 3 | -2 | 17 | CCc1ccccc1NC(=S)NC1CC2CCC(C1)N2Cc1ccc(F)cc1 (centres undefined) |
| 11[fluorescence artefact?] | 5 | 1 | 5 | -6 | 0 | -1 | -4 | 0 | CC(Sc1nnc(Cn2c(=O)sc3ccccc32)n1C)c1ccccc1 (centres undefined) |
| 4[fluorescence artefact?] | -2 | 1 | 0 | 0 | -7 | 0 | -7 | 4 | O=C(Nc1ccccc1C(=O)NCc1ccccc1)c1ccccc1Br |
| -6 | 0 | 0 | 11 | 1 | 6 | -2 | · | -9 | O=C(c1nc2ccccn2c1CNCC1OCCc2ccccc21)N1CCOCC1 (centres undefined) |
| -17 | -2 | 2 | 5 | -2 | -11 | 3 | -1 | 29 | COc1cc(/C=N/Nc2nncn2/N=C/c2ccc(O)c(OC)c2)ccc1O |
| 53[fluorescence artefact?] | -1 | -7 | 8 | 3 | 7 | -1 | -10 | 0 | C=CCC(NC(C)c1ccccc1)c1ccco1 (centres undefined) |
| 11[fluorescence artefact?] | -2 | 2 | 8 | 4 | 1 | -1 | -20 | 5 | CCOc1ccc(N2C(=O)CC(n3nc(C)cc3C)C2=O)cc1 (centres undefined) |

Fetched one by one from the list above, four records:
| 14-3-3 Bad PPI | Wee1 degr inh | Runt-SMMHC FRET | FXIIa inh | FXIa inh 1536 | Thrombin inh | Runt-CBFb FRET | KLK5 inh | Hck-Nef inh | structure |
| --- | --- | --- | --- | --- | --- | --- | --- | --- | --- |
| 9 | 0 | -5 | 11 | -5 | -11 | 0 | -12 | 7 | CC(C)(C)NC(=O)C1CC(=O)OC1(C)C (centres undefined) |
| -14 | 1 | -9 | 4 | -2 | -2 | -9 | -1 | -12 | CC(C)(C)OC(=O)N1CCC(NC(=O)c2[nH]cnc2C(=O)N[C@@H](Cc2ccccc2)C(=O)OCc2ccccc2)CC1 |
| -3 | 7 | 2 | 9 | 2 | 2 | 0 | 3 | -15 | C=CCSc1nc2c(c(=O)[nH]1)C(c1ccccc1)C(C#N)=C(N)O2 (centres undefined) |
| 4[fluorescence artefact?] | -2 | 1 | 0 | 0 | -7 | 0 | -7 | 4 | O=C(Nc1ccccc1C(=O)NCc1ccccc1)c1ccccc1Br |

Compounds were not picked by outcome. About 4.2% of those tested had a hit in this group.
